Compound activity (PubChem)
Insulin prom inh: TRM-6 insulin promoter activity inhibition. inhibition, % at 2 µM. 130,000 compounds, 0.9% hits. TRM-6 cells (human fetal islet line), insulin promoter-eGFP reporter, imaging; reporter expression induced with tamoxifen;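 active means inhibition above the mean plus 3 SD, with well images judged a real hit on visual review, cut at about 60% in these data, passing the limit was not always enough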
SDO1 yeast rescue: compounds rescuing growth of sdo1-depleted yeast, bone marrow failure model. S. cerevisiae sdo1-depleted JHY4D growth rescue, OD600 30 h; hits give high values; pdr5 snq2 efflux-pump mutant strain. z-score at 10 µM. 140,000 compounds, 0.21% hits. AID 817;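 active means z-score above 3 at both the 24 hr and the 30 hr optical density reads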;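 further: z-score against mean and SD of all compound wells on the same plate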
SDO1 yeast rescue Rescue 24 h: second read-out of SDO1 yeast rescue, no call of its own (marks repeat the call); z-score; S. cerevisiae sdo1-depleted JHY4D growth rescue, OD600; measured here: growth rescue at 24 h;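 0 is the plate mean of compound wells and units are plate SD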
Active calls of the source: *; . = not tested or not shown. These rows are one share of the data (hit frequency here may not be typical).

SMILES	Insulin prom inh	SDO1 yeast rescue	SDO1 yeast rescue Rescue 24 h
O=C(CSc1nc2ccccc2c(=O)n1-c1ccccc1)N1CCc2ccccc2C1	-22	-1.8	-0.76
Cc1cccc(C(=O)N(NC(=O)Oc2ccccc2)C(C)(C)C)c1	-28	-0.27	-0.3
COc1cccc(NC(=O)Nc2cccs2)c1	33	2.5	1.3
CCCc1nnc(NC(=O)CCC(=O)N2CCCCC2CC)s1 (stereo not drawn)	.	1	0.74
COc1ccc(N2CCN(C(CNC(=O)C3CCCCC3)c3cccnc3)CC2)cc1 (stereo not drawn)	-50	-0.69	-1
COC(=O)C1=C(NC(=O)C2CCCCC2)CCS1	.	-0.54	-0.83
O=C(CNC(=O)c1ccccc1)NC1(C(=O)NC2CCCC2)CCCCC1	-7	1.1	0.43
CC1=C(C(N)=O)C(c2ccccc2)n2nc(-c3ccncc3)nc2N1 (stereo not drawn)	-6	0.28	-0.13
COCC(=O)Nc1ccc(OCc2ccccc2)cc1	-22	0.59	0.02
COc1ccc(Cl)cc1NC(=O)CN(C)C(=O)COc1ccccc1F	33	.	.
COc1ccccc1-c1ccc(SCC(=O)NCCc2ccccc2)nn1	-78	.	.
Cc1nc(NC(=O)CCCC(=O)Nc2nc(C)c(C)s2)sc1C	-85	0.35	0.69
CCC(=O)NC(=S)Nc1ccc(NC(=O)c2ccc([N+](=O)[O-])cc2Cl)cc1	.	0.21	0.34
Cc1nn(Cc2cccc(C(=O)Nc3ccn(Cc4ccccc4)n3)c2)c(C)c1[N+](=O)[O-]	7	-0.35	0.34
CCCn1c(SCC(=O)NC(C)c2ccccc2)n[nH]c1=O (stereo not drawn)	17	.	.
C=CCN(CC=C)S(=O)(=O)c1ccc(NC(=S)NC(=O)/C=C/c2ccc(C)cc2)cc1	-6	0.28	2.5
COCC(C)NC(=O)CSc1nc2ccccc2n1CCc1ccccc1 (stereo not drawn)	.	0.06	-0.52
COc1ccccc1NC(=O)c1nnn(CC(=O)Nc2cccc(SC)c2)c1N	-16	-0.33	0.3
Cc1ccc2nc(SCC(=O)Nc3nnc(SCC(N)=O)s3)[nH]c2c1	.	0.16	-0.01
O=C(Nc1nnc(SCc2ccc(F)cc2)s1)c1ccco1	-21	-0.52	0.66
O=C(CCCC(=O)N(c1ccc2c(c1)OCCO2)C(C(=O)NC1CCCCC1)c1ccc(Cl)cc1)Nc1ccccn1 (stereo not drawn)	.	-0.36	0.86
c1csc(-c2cn3c(n2)SCC3)c1	.	0.49	0.1
COC(=O)COc1nsnc1N1CCOCC1	.	0.91	-0.23
O=C(/C=C/c1ccccc1)N/C(=C/c1ccccc1)C(=O)N1CCOCC1	38	0.07	0.07
CCOC(=O)C1CCN(C(=O)CCS(=O)(=O)c2ccc3c(c2)CCN3C(=O)CC)CC1	29	.	.

Sorted by heavy-atom count (falling): part of the list above
SMILES	Insulin prom inh	SDO1 yeast rescue	SDO1 yeast rescue Rescue 24 h
O=C(CCCC(=O)N(c1ccc2c(c1)OCCO2)C(C(=O)NC1CCCCC1)c1ccc(Cl)cc1)Nc1ccccn1 (stereo not drawn)	.	-0.36	0.86
Cc1nn(Cc2cccc(C(=O)Nc3ccn(Cc4ccccc4)n3)c2)c(C)c1[N+](=O)[O-]	7	-0.35	0.34
O=C(CSc1nc2ccccc2c(=O)n1-c1ccccc1)N1CCc2ccccc2C1	-22	-1.8	-0.76
COc1ccccc1NC(=O)c1nnn(CC(=O)Nc2cccc(SC)c2)c1N	-16	-0.33	0.3
COc1ccccc1-c1ccc(SCC(=O)NCCc2ccccc2)nn1	-78	.	.
COc1ccc(Cl)cc1NC(=O)CN(C)C(=O)COc1ccccc1F	33	.	.
CC1=C(C(N)=O)C(c2ccccc2)n2nc(-c3ccncc3)nc2N1 (stereo not drawn)	-6	0.28	-0.13
Cc1cccc(C(=O)N(NC(=O)Oc2ccccc2)C(C)(C)C)c1	-28	-0.27	-0.3
Cc1nc(NC(=O)CCCC(=O)Nc2nc(C)c(C)s2)sc1C	-85	0.35	0.69
CCCn1c(SCC(=O)NC(C)c2ccccc2)n[nH]c1=O (stereo not drawn)	17	.	.
COCC(=O)Nc1ccc(OCc2ccccc2)cc1	-22	0.59	0.02
COC(=O)C1=C(NC(=O)C2CCCCC2)CCS1	.	-0.54	-0.83
COc1cccc(NC(=O)Nc2cccs2)c1	33	2.5	1.3
c1csc(-c2cn3c(n2)SCC3)c1	.	0.49	0.1

Later entries:
SMILES	Insulin prom inh	SDO1 yeast rescue	SDO1 yeast rescue Rescue 24 h
Cc1cccc(-c2noc(-c3cc4ccccc4oc3=O)n2)c1	2	0.63	2.3
CC1CCCN(c2ccc([N+](=O)[O-])cc2C(=O)c2ccccc2)C1 (stereo not drawn)	-350	-1.3	-1.9
Cc1occc1C(=O)NCCc1cccc(Cl)c1	4	0.1	-0.16
Cc1c(C)c2cc(Cl)c(O)c(CN3CCCC(C)C3)c2oc1=O (stereo not drawn)	-46	1.2	0.98
CCCCn1nc2cc(C(=O)NCc3ccc(OC)cc3)ccc2c1OCC	-3	-0.97	-0.51
COCCCNC(=O)c1cc(OC)c(OC)c(OC)c1	.	0.71	0.4
COc1ccc([N+](=O)[O-])cc1NC(=O)C(C)OC(=O)c1cccnc1 (stereo not drawn)	43	.	.
COc1ccc(-c2nc3ccccc3c(=O)n2NC(=O)Cc2ccccc2)cc1	.	0.57	0.01
Cc1ccccc1NC(=O)COC(=O)c1cc(=O)c2ccccc2o1	64	.	.
CN(C(=O)C1CCCO1)c1nnc(-c2ccccn2)s1 (stereo not drawn)	.	-0.41	-0.73
COc1ccc(C2C(C#N)=C(N)SC(N)=C2C#N)cc1OC	35	1.5	1.6
O=C(COC(=O)c1ncc(Cl)c(Cl)c1Cl)c1ccc(Cl)s1	8	0.48	0.31
COc1ccc(OC)c(/C=N/NC(=O)c2cc(-c3ccc(C)o3)nc3ccccc23)c1	50	-0.59	0.37
CC(=O)N1CCc2cc(S(=O)(=O)NC(C(=O)Nc3ccc4c(c3)OCCO4)C(C)C)ccc21 (stereo not drawn)	.	0.47	0.24
O=C(Cc1ccccc1[N+](=O)[O-])N1CCN(c2ccc(F)cc2)CC1	0	.	.
O=C(c1ccc(COc2ccccc2Cl)o1)N1CCCC1	-32	-1.4	-1.4
CC(C)Nc1oc(Cc2cccc3ccccc23)nc1C#N	-27	-2.3	-1.5
COCCCN1C(=O)c2ccc(C(=O)O)cc2C1=O	-347	-0.75	-0.63
CCc1ccc(C(=O)COC(=O)c2cccnc2Cl)cc1	57	.	.
CC(C)(C)n1nnnc1C(c1cccnc1)N1CCN(c2ccccn2)CC1 (stereo not drawn)	0	.	.
COc1ccc(CCNC(=O)CSc2nnc(NC(C)=O)s2)cc1OC	-73	0.48	0.75
CCC(OC(=O)CCc1nc2ccccc2[nH]c1=O)C(=O)c1ccccc1 (stereo not drawn)	-63	-0.46	-0.21
COc1cc(NC(=O)c2ccc(C)cc2)c(OC)cc1NC(=O)CN1CCOCC1	.	-0.24	-0.8
Cc1cc(C)c(-c2csc(NC(=O)/C=C/c3cccs3)n2)c(C)c1	.	-1.3	-1.3
Cc1cc(NC(=O)Cn2nnc3sc4c(c3c2=O)CCCC4)no1	.	0.51	0.21

Next part:
SMILES	Insulin prom inh	SDO1 yeast rescue	SDO1 yeast rescue Rescue 24 h
O=C(c1ccccc1)c1cccn1CC(=O)N1CCN(c2ccc(F)cc2)CC1	-29	-0.66	-0.72
CC(=O)Nc1ccc(NC(=O)CSc2nc3ccccc3o2)cc1	62	0.58	0.04
CCCC(=O)Nc1cccc(NC(=O)c2ccc([N+](=O)[O-])cc2Cl)c1	.	-0.23	-0.4
CN(C)C(=O)CCc1nc2sc3c(c2c(=O)[nH]1)CCCC3	6	0.37	0.14
O=C(CNc1cccc2ccccc12)N/N=C/c1ccc(OC(=O)/C=C/c2ccco2)cc1	38	-0.85	0.72
COc1ccc(NC(=O)Nc2c(SC)nsc2SC)cc1	-67	.	.
COc1cc2c(cc1OC)C(c1cc([N+](=O)[O-])ccc1O)NCC2 (stereo not drawn)	56	.	.
Cc1cccc(NC(=S)N/N=C/C(C)c2ccccc2)c1C (stereo not drawn)	0	.	.
O=C1c2ccccc2S(=O)(=O)N1CCOc1ccc(F)cc1	.	-1	-1.1
CCCCOc1ccc(C(=O)OCC(=O)Nc2cc(C)c(C)cc2[N+](=O)[O-])cc1	-24	0.12	0.86
CCc1nc2c(c(=O)c3ccccc3n2C)c(=O)n1C1CCCCCC1	-55	-1.2	-0.99
Cn1c(=O)c2[nH]c(-c3ccccc3O)nc2n(C)c1=O	12	0.84	0.63
O=C(Nc1ccc(Cl)cc1C(=O)NCCN1CCOCC1)c1ccc(Cl)cc1Cl	-50	-1.8	-0.98
COCCNC(=O)COc1ccc(Br)cc1Cl	7	1.8	1.7
Cc1ccc(S(=O)(=O)N(c2nc(N(C)C)nc(N(C)C)n2)n2cnnc2)cc1	.	0.59	0.39
O=C1CCC(=O)N1OCCOc1ccc2c(c1)CCC2	31	0.5	-0.01
CC(C)n1c(Nn2cnnc2)nc2ccccc21	-8	0.15	0.38
C=CCc1c(C)[nH]c(=S)c(C#N)c1C	-18	0.28	-0.14
O=C(O)CCC(=O)N1N=C(c2c(-c3ccccc3)c3cc(Cl)ccc3[nH]c2=O)CC1c1cccs1 (stereo not drawn)	55	0.45	0.5
O=C(NCc1ccc2c(c1)OCO2)c1ccc2snnc2c1	56	-0.61	-0.35
O=C1C=C(NCCNc2c(F)c(F)c(CO)c(F)c2F)CCC1	-14	-0.81	-0.98
CC1CCC(C(=O)NC(C(=O)NCc2ccccn2)C(C)C)CC1 (stereo not drawn)	29	0.5	0.56
CCOC(=O)c1ccc2nc3c(cc2c1)CCS3	.	-0.2	-0.5
CCCCOc1ccc(NC(=O)CSCC(=O)OCC)cc1	21	-0.34	0.48
O=C(NCc1ccncc1)c1cn(-c2ccccc2)nc1-c1cccnc1	8	.	.

Continued:
SMILES	Insulin prom inh	SDO1 yeast rescue	SDO1 yeast rescue Rescue 24 h
C=CCNC(=O)c1ccc2nccnc2c1	3	0.33	-0.16
Cc1cc(C#N)c(C)n1-c1cc(C(F)(F)F)ccc1N1CCOCC1	21	-0.8	-0.34
CCC(C)C(NC(N)=O)C(=O)Nc1ccc(C)c(Cl)c1 (stereo not drawn)	19	0.33	0.2
CCN(C(=O)COc1ccccc1)c1nnc(-c2cccnc2)s1	-8	-0.72	-1.2
CCNC(=O)NC(=O)C(C)OC(=O)C1CCN(S(=O)(=O)c2ccccc2F)CC1 (stereo not drawn)	25	-0.52	-0.94
C=CCSc1n[nH]c(-c2ccc(OC)cc2)n1	22	0.2	-0.46
COC(=O)C(C)Sc1nc2c(c(=O)n(C)c(=O)n2C)n1CCC(C)C (stereo not drawn)	-14	-0.53	-0.88
CC(C)Cn1c(SCC(=O)N2CCN(C(=O)c3ccco3)CC2)nc2ccccc2c1=O	18	.	.
COc1ccc(C2CC(=O)c3c(ccc4ccccc34)N2)cc1OC (stereo not drawn)	.	-0.4	-0.16
O=C1CCCN1CN(C(=O)c1ccc2c(c1)OCO2)c1cccc(Cl)c1	.	0.19	0.04
Cc1ccccc1NC(=O)CSC1=NCCN1	.	1.2	1.1
Cc1ccc(C(=O)CSc2nnnn2C(C)C)c(C)c1	13	-1.4	-0.62
COc1ccccc1Nc1nc(-c2sc(NC(=O)c3ccc([N+](=O)[O-])cc3)nc2C)cs1	-3	-0.17	-0.12
CC1CN(CCOc2ccc(Cl)cc2Cl)CC(C)O1 (stereo not drawn)	-33	-1.3	-0.36
Cc1c(C(=O)N2CCC(C(N)=O)CC2)sc(N)c1C#N	.	0.34	0.22
CC1N(O)C(C)(C)C(c2ccccc2)=[N+]1[O-] (stereo not drawn)	-15	0.1	-0.69
O=[N+]([O-])c1cccc(CN(CCO)Cc2ccccc2)c1	.	0.28	0.53
CC(NC(=O)Cc1ccccc1)c1cc2c(cc1Br)OCCCO2 (stereo not drawn)	-92	0.01	0.5
CC1(C)CC(=O)C=C(NCc2ccccc2)C1	.	1.2	0.8
CC1CCN(S(=O)(=O)c2cccc(C(=O)Nc3ccccn3)c2)CC1	58	-2.5	-1.6
O=C(CSc1nc2ccccc2o1)Nc1ccccc1	28	0.28	0.49
O=S(=O)(NCc1cccnc1)c1cccc2nsnc12	.	-0.32	-0.37
Cc1nn(C)c(Cl)c1C(=O)NCC(=O)NCc1ccccc1	0	.	.
Cc1cc(C(=O)c2cnc(/N=C/N(C)C)s2)c(F)cc1Cl	-33	.	.
Cc1cc(C(=O)CSc2nnnn2C)c(C)n1C1CC1	50	.	.

Continuation.
SMILES	Insulin prom inh	SDO1 yeast rescue	SDO1 yeast rescue Rescue 24 h
CC(C)Cn1c(=O)c(C(=O)Nc2cnccn2)c(O)c2ccccc21	.	-1.5	-0.99
NS(=O)(=O)c1cc(C(=O)OCC(=O)NC2CC2)ccc1Cl	-13	0.14	0.66
Cc1ccc(Cn2c(SCC(=O)N3CC(=O)Nc4ccccc43)nc3ccccc3c2=O)cc1	0	-0.49	-0.43
CCOC1(OCC)N=C(N)C2(C#N)C(c3cccc(C)c3)C12C#N (stereo not drawn)	-3	0.88	0.3
COc1ccc(CCN=C(C)C2=C(O)C(c3ccccc3)OC2=O)cc1OC (stereo not drawn)	-67	.	.
CCN(CC)C(=O)c1cc2cc([N+](=O)[O-])ccc2s1	33	-0.93	-0.41
CCN(C#N)c1nc(NC(C)C)nc(NC(C)C)n1	12	1.3	1.9

Just Insulin prom inh, for some of the entries so far:
Compound | Insulin prom inh
Cc1ccc(Cn2c(SCC(=O)N3CC(=O)Nc4ccccc43)nc3ccccc3c2=O)cc1 | 0
CCOC1(OCC)N=C(N)C2(C#N)C(c3cccc(C)c3)C12C#N (stereo not drawn) | -3
